# From PubChem
# IL-1B inflam inh = blocks inflammasome-driven IL-1 beta release; 360,000 compounds, 4.7% hits; THP-1 LPS/ATP IL-1B secretion, AlphaLISA, 16 h; stronger effect = lower value; activity change, % at 57.5 µM; in the data active means activity change below about -50%; inconclusive means mostly about -30% to -49%; further: on the % scale 0 is the no-effect control and ±100 the full control effect
#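 THP-1 cells pretreated 1 hr with compounds (up to 57.5 uM final), then stimulated with LPS (250 ng/mL final) plus ATP (1.25 mM final); secreted IL-1B measured by AlphaLISA after 16 hr, decreased signal indicating inhibition.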
# KB-3-1 tox = KB-3-1 parental cell cytotoxicity; 400,000 compounds, 1.4% hits; Potency, µM (highest dose often 46.1 µM), without a hit: at the highest dose activity change, negative = cytotoxic, hits mostly cytotoxic; KB-3-1 viability, CellTiter-Glo ATP luminescence, 72 h; further: potency means the concentration at half of the fitted maximal effect; on the % scale 0 is the no-effect control and ±100 the full control effect; nearly all actives have a fitted effect of over 60% in size
#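 Parental KB-3-1 adenocarcinoma cells in phenol-red-free DMEM with 10% FBS were pin-treated with compounds at several concentrations, incubated 72 h at 37 °C, and viability read by CellTiter-Glo luminescence; concentration-effect curves were fitted after normalization.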
# ATXN viability = reduces viability in counter-screen for ATXN expression inhibitors; S2 cells (HEK-293 line with an ATXN2-luciferase reporter) viability, CellTiter-Fluor protease fluorescence, 24 h; Potency, µM (highest dose often 56.7 µM), usual class: cytotoxic; 400,000 compounds, 0.49% hits; AID 651635; further: potency means the concentration at half of the fitted maximal effect; nearly all actives have a fitted effect of over 40% in size
# ATXN2 expr inh = inhibitors of ATXN2 expression. HEK-293 ATXN2-luciferase reporter, luminescence, 24 h. 360,000 compounds, 0.72% hits. Potency, µM (top dose mostly 57 µM), for the others: at the top dose activity change, negative = inhibition, hits mostly inhibitors; further: potency means the concentration at half of the fitted maximal effect; on the % scale 0 is the no-effect control and ±100 the full control effect; nearly all actives have a fitted effect of over 55% in size
#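 ATXN2-luciferase reporter cells (luciferase flanked by upstream and downstream ATXN2 gene portions) were treated 24 h at 37 °C with compounds at up to 57 uM. SteadyGlo luminescence gave expression; GF-AFC fluorescence gave viability.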
# HT1080 IDH1KD tx = toxicity to HT-1080 IDH1 knockdown cells (counter line) | HT-1080 IDH1 knockdown viability, ATP luminescence, 48 h | Potency, µM (top dose mostly 46.1 µM), for the others: at the highest dose activity, negative = toxicity, most hits filed as cytotoxic | 360,000 compounds, 2% hits | AID 686971;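 further: potency means the concentration at half of the fitted maximal effect; 0% = DMSO wells and -100% = cell-free medium wells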
#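 % activity derives from luminescence (CellTiter-Glo), normalised to DMSO and no-cell wells. HT-1080-IDH1KD cells, 750/well, had 48 h compound exposure at 37 °C.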
# HT1080NT lethal = kills 2HG-producing HT-1080-NT fibrosarcoma cells; Potency, µM (top dose mostly 46.1 µM), for the others: at the top dose activity, negative = less viability, usual class: cytotoxic; 360,000 compounds, 1.6% hits; AID 686970; HT-1080-NT fibrosarcoma viability, CellTiter-Glo ATP luminescence, 48 h;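 further: NT is the 2HG producing partner of a matched IDH1 knockdown line; potency means the concentration at half of the fitted maximal effect; 0% = DMSO-treated cells and -100% = media-only wells without cells; nearly all actives have a fitted effect of over 55% in size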
#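 HT-1080-NT; 750 cells/well; 5% FBS RPMI; 48 h compound, 37 degrees C; CellTiter-Glo luminescence; curve fitting and curve-class assignment.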
# SW480 rerep = induces DNA re-replication in SW480 colon adenocarcinoma cells; Potency, µM (titrated, usually from 46.1 µM), for inactives: at the highest dose re-replication activation, hits mostly activators; 340,000 compounds, 1.8% hits; SW480 DNA re-replication, Hoechst DNA content imaging, 48 h; further: potency means the concentration at half of the fitted maximal effect; % of control where 0% means no effect; nearly all actives have a fitted effect of over 55% in size
#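 Image-based DNA-content assay: after two days of treatment, nuclei were labelled with the DNA dye Hoechst and imaged, and hits were compounds raising the count of nuclei showing high fluorescence intensity.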
# MCF10A rerep = induces DNA re-replication in MCF 10a normal breast cells. MCF 10A DNA re-replication, Hoechst nuclear intensity, 48 h. Potency, µM (highest dose often 46.1 µM), for inactives: at the highest dose activity, positive = re-replication, usual class: activators. 350,000 compounds, 2.9% hits. AID 624296; further: potency means the concentration at half of the fitted maximal effect; % of control where 0% means no effect; nearly all actives have a fitted effect of over 50% in size
# HepG2 tox = HepG2 cytotoxicity, counter-screen for TGF-b inhibitors. HepG2 CAGA-GFP viability, ATP luminescence, 18 h. Potency, µM (series often up to 46.1 µM), inactives show at the highest dose activity change, negative = cytotoxicity, most hits filed as cytotoxic. 410,000 compounds, 0.76% hits. AID 588856; further: potency means the concentration at half of the fitted maximal effect; some results filed as inactive show a strong effect at the top dose
#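 CellTiter-Glo luminescence gave cytotoxicity after 18 hours at 37 degrees C. The cells were HepG2 CAGA-GFP in 1% FBS DMEM, stimulated with 500 pg/mL TGF-beta after compound addition. %Activity was normalised to no-cell wells (complete cell-killing) and DMSO (no toxicity), and curves were fitted and classified.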
# The depositor's hits bear a star; i = inactive; ? = inconclusive; · = not tested or not shown; [ ] = remark or other dose. Unless noted, the call rests on the fitted dose curve; in most records, active means well fitted curve in the direction sought with a large enough effect; inconclusive means small, poorly fitted or top-dose-only effect, or another doubt; inactive means no such curve, though single readings can be large; an effect the other way counts as inactive or inconclusive.
SMILES,IL-1B inflam inh,KB-3-1 tox,ATXN viability,ATXN2 expr inh,HT1080 IDH1KD tx,HT1080NT lethal,SW480 rerep,MCF10A rerep,HepG2 tox
Cc1ccccc1-c1nc(CN2CCC(C(=O)NCCCN3CCCC3)CC2)c(C)o1,-26,-21%,?,-30%,-26%,-26%,1%,5%,-31%
COc1cc(Nc2ncnc(N)n2)cc(OC)c1OC,7,-13%,i,14%,1%,9%,-1%,14%,16%
CCc1nnc(NC(=O)c2ccc(N3C(=O)CCC3=O)cc2)s1,2,1%,i,5%,9%,23%,-6%,-2%,-1%
O=C1N2CCSC2=NC1(Nc1nccs1)C(F)(F)F (stereo not given),4,-1%,i,-2%,0%,12%,-2%,-3%,-14%
O=C(c1ccccc1Cl)N1CCN(Cc2ccc3c(c2)OCO3)CC1,?,-6%,i,-18%,-10%,-6%,-41%[inhibitor],?,-27%
O=C(c1ccc(NC(=O)C(c2ccccc2)c2ccccc2)cc1)c1ccc(C(=O)O)c(C(=O)O)c1,8,5%,i,-7%,11%,18%,-5%[9.22 µM],2%,1%
O=C(NCC(c1ccc(F)cc1)N1CCOCC1)c1cc(F)c(F)c(F)c1F (stereo not given),-94*,-11%,i,-8%[11.3 µM],-21%,?,2%,15%,7%
COc1ccc(CCNC(=O)CSc2nc3ncccc3[nH]2)c(OC)c1,-3,2%,i,0%,7%,18%,-15%,1%,3%
COc1ccccc1N1CCN(S(=O)(=O)c2cccc3nsnc23)CC1,-5,0%,i,-4%,?,-25%,5%,-6%,-17%
COc1cccc(C(C(=O)NCc2ccco2)N(C(=O)Cn2nnc3ccccc32)C2CC2)c1OC (stereo not given),7,10%,i,3%,13%,11%,2%,8%,2%
Oc1cc2ccccc2cc1-c1nnc2n1-c1ccccc1SC2,0,-17%,i,-14%,-4%,-14%,-4%[9.22 µM],-1%,-35%
O=C(COc1ccc(Br)cc1)OCC(=O)N1CCOCC1,-11,-8%,i,·,-4%,-3%,-8%,15%,21%
CSCCC(NC(=O)c1ccccc1)C(=O)Nc1ccncc1 (stereo not given),-2,0%,i,-4%,-27%,-4%,-3%,-1%,-18%
Cc1cccc(Oc2nc3c(C)cccn3c(=O)c2/C=C(\C#N)c2nc3ccccc3s2)c1,·,18%,i,5%,·,·,·,·,3%
CCOC(=O)N1CCN(C(=O)CSc2nnc(-c3cccc(OC)c3)o2)CC1,5,2%,i,0%,7%,6%,?,?,12%
Cc1cc(C)cc(N=c2c([N+](=O)[O-])nn(-c3ccc(Cl)cc3)n2O)c1,6,-18%,i,-8%,-16%,-2%,-93%[inhibitor],-4%,-4%
CC(=O)Nc1ccc(NC(=O)CCCn2nc(C)c3sc4ccccc4c3c2=O)cc1,·,-4%,i,5%,·,·,·,·,4%
CCOc1ccc(S(=O)(=O)Nc2cccc(N(C)S(C)(=O)=O)c2)cc1,0,-19%,i,-14%,-4%,-4%,-4%,2%,4%
CC(C)c1nc2oc3ccccc3c(=O)c2c(=O)n1-c1ccccc1,35,-8%,?,35%[activator],?,-17%,-8%,0%,2%
Cn1ccnc1SCC(=O)Nc1ccc(Cl)cn1,1,13%,i,9%,4%,17%,0%,-5%,10%
O=C(Nc1ccc(Br)cc1)c1cnccn1,6,-4%,i,37%[activator],-12%,8%,-21%,17%,-13%
CN(C)C(=O)c1c(-c2ccccc2)oc2ccc(O)cc12,-24,18%,i,-8%,4%[9.24 µM],-23%,-2%,0%,1%
COc1ccc(N2CCN(C(=O)c3ccc4nc(N5CCC(C)CC5)sc4c3)CC2)cc1,·,-1%,?,43%[activator],·,·,·,·,8%
COc1ccc(C2NCCc3c2[nH]c2ccccc32)cc1COc1ccc(F)cc1 (stereo not given),-93*,?,32µM*,28µM*,?,?,?,18µM*,11µM*
COC(=O)c1sc2ncn(N)c(=O)c2c1C,23,1%,i,3%,15%,12%,8%,-1%,-1%

# Later entries:
SMILES,IL-1B inflam inh,KB-3-1 tox,ATXN viability,ATXN2 expr inh,HT1080 IDH1KD tx,HT1080NT lethal,SW480 rerep,MCF10A rerep,HepG2 tox
CCn1ccc(C(=O)Nc2ccc(N(C)C(C)=O)cc2)n1,6,3%,i,49%[activator],9%,13%,-2%,4%,-2%
O=C(CN1C(=O)c2ccccc2S1(=O)=O)N1CCN(c2cccc(Cl)c2)CC1,5,0%,i,-12%,10%,11%,4%,-6%,4%
COc1ccc2c(c1)/C(=N/OC(=O)c1cccs1)CCC2,46,2%,i,-5%,5%,1%,-5%,0%,6%
Cc1ccc(S(=O)(=O)N2C[C@H]3C(=O)C[C@@H]4C(=O)N(c5ccccc5)C(=O)[C@@H]4[C@@H]3C[C@H]2c2cccc(Cl)c2)cc1,-2,0%,?,9%,10%,6%,·,·,6%
COc1cc(C#N)ccc1OC(=O)Cc1cc(OC)c(OC)c(OC)c1,16,16%,i,1%,-1%,-22%,1%,-28%,-8%
Cc1ccc(N(CC(=O)N2CCc3ccccc3C2)S(C)(=O)=O)cc1,6,-1%,i,1%,-17%,5%,-43%[inhibitor],?,3%
O=C(CSc1ncnc2scc(-c3ccccc3)c12)Nc1ccc(C(=O)O)cc1,17,-10%,i,·,-7%,-14%,-23%,4%,-13%
C[C@H](NC(=O)c1ccco1)C(=O)Nc1ccc2c(c1)OCO2,3,6%,i,8%,1%,3%,6%,-8%,-5%
Cc1ccc(CN2C(=O)CCC2C(=O)N2CCN(c3ccc(F)cc3)CC2)cc1 (stereo not given),0,8%,?,2%,2%,5%,0%,-2%,12%
CCOC(=O)c1cc([N+](=O)[O-])sc1N,23,3%,?,-10%,-6%,-14%,-34%[inhibitor][1.84 µM],-28%,2%
C[C@@H](NC(=O)OC(C)(C)C)C(=O)NCC1CCC(C(=O)N[C@@H](Cc2ccccc2)C(=O)O)CC1 (stereo not given in full),-14,12%,i,·,0%,0%,-11%,-4%,0%
COc1ccc(-c2coc3c(C(=O)NCc4ccccc4)cccc23)c(C)c1,-18,-6%,i,-16%,?,?,·,·,-7%
O=C(Nc1ccc(Cn2ccnc2)cc1)c1cccc(C(F)(F)F)c1,-54*,-29%,i,-17%,-11%,1%,-40%[inhibitor],?,-18%
O=C1C[C@@H]2CCN3C(=O)CCC[C@@H]([C@H]23)[C@H]1Cc1ccccc1,26,0%,i,-4%,3%,1%,5%,-6%,-6%
COc1ccc(CCCNC(=O)C2Cc3c(-c4cccc(C(N)=O)c4)ccnc3O2)cc1 (stereo not given),35,?,i,-8%,?,?,·,·,-4%
O=C(Nc1ccc(-n2cccn2)cc1)C1CCCCN1Cc1cccc2cccnc12 (stereo not given),-50*,?,?,?,?,?,?,?,-19%
O=C(COc1ccc(F)cc1)Nc1ccc(C(=O)OCc2cc(=O)n3nc(C4CC4)sc3n2)cc1,·,-10%,i,1%,·,·,·,·,2%
Cc1cc(-c2nnc(SCC(=O)Nc3ccccc3C)n2N)n[nH]1,20,14%,i,5%,2%,7%,-13%,-1%,1%
COc1ccccc1N1CC(O)=C(c2nc3ccccc3c(=O)[nH]2)C1=N,-15,1%,i,-17%,-13%,0%,-2%,1%,-19%
O=C(N/N=C/c1ccc(OC(=O)c2ccccc2Cl)cc1)c1cc(O)cc(O)c1,i,18%,i,-13%,?,?,?,-8%,0%
CC(=O)Nc1nc2ccccc2n1Cc1ccc(Cl)cc1,46,9.2µM*,25µM*,18µM*,16µM*,?,?,3%,-27%
CCN(CC)CCNC(=O)c1cc2c(-c3ccc(Cl)cc3)nn(C)c2s1,-90*,?,·,28µM*,18µM*,18µM*,?,32%,-65%
CCCCOC(=O)Nc1ccc(S(=O)(=O)Nc2onc(C)c2C)cc1,40,4%,i,·,-3%,11%,-4%,-5%,22%
CCCCCOC(=O)C1=C(C)Nc2ncnn2C1c1cccs1 (stereo not given),29,-8%,i,-13%,-22%,-4%,-2%,9%,1%
O=C(NC(c1ccc(-c2ccccc2)cc1)c1cnccn1)C1CCN(CCN2C(=O)c3ccccc3C2=O)CC1 (stereo not given),-1,0%,i,-11%,-9%,-3%,·,·,-48%

# Record cards, as listed above. Order of values: IL-1B inflam inh	KB-3-1 tox	ATXN viability	ATXN2 expr inh	HT1080 IDH1KD tx	HT1080NT lethal	SW480 rerep	MCF10A rerep	HepG2 tox
# `CCN(CC)CCNC(=O)c1cc2c(-c3ccc(Cl)cc3)nn(C)c2s1` across the screens: -90*	?	·	28µM*	18µM*	18µM*	?	32%	-65%
# `CC(=O)Nc1nc2ccccc2n1Cc1ccc(Cl)cc1` across the screens: 46	9.2µM*	25µM*	18µM*	16µM*	?	?	3%	-27%
# `Cc1ccc(N(CC(=O)N2CCc3ccccc3C2)S(C)(=O)=O)cc1` across the screens: 6	-1%	i	1%	-17%	5%	-43%[inhibitor]	?	3%
# `COc1cc(C#N)ccc1OC(=O)Cc1cc(OC)c(OC)c(OC)c1` across the screens: 16	16%	i	1%	-1%	-22%	1%	-28%	-8%

# Remaining list, next part.
SMILES,IL-1B inflam inh,KB-3-1 tox,ATXN viability,ATXN2 expr inh,HT1080 IDH1KD tx,HT1080NT lethal,SW480 rerep,MCF10A rerep,HepG2 tox
O=C(CN(c1ccc2c(c1)OCCO2)S(=O)(=O)c1ccccc1)NCC1CCCO1 (stereo not given),-11,0%,i,1%,4%,7%,1%,1%,9%
CNC(=O)N1c2ccccc2C=Cc2ccccc21,0,7%,i,-17%,-1%,1%,-49%[inhibitor],1%,-22%
COC(=O)C(NC(=O)c1ccccc1)=C(C)C,18,21%,i,-2%,22%,17%,?,?,3%
CC1=CC(=O)N(c2ccn(C)n2)C1=O,-6,18%,i,5%,4%,1%,-129%[inhibitor],8%,-43%
CCOC(=O)c1ccc(NC(=O)CCc2nc(-c3ccccc3)no2)cc1,-9,-11%,i,-10%,-28%,-1%,0%,?,-28%
COc1cccc(NC(=O)Nc2c(C)n(C)n(-c3ccccc3)c2=O)c1,0,0%,i,-13%,18%,21%,7%,6%,-1%
c1ccc(-c2cc(-c3nnc4sc(-c5ccccn5)nn34)[nH]n2)cc1,-29,?,i,11%,14%,3%,-7%,4%,-10%
